# Screening results as filed in PubChem BioAssay.
# ARNT-TACC3 inh – disruptors of ARNT/TACC3 protein interaction, primary screen, biochemical, AlphaScreen, single concentration. AlphaScreen His-ARNT PAS-B/GST-TACC3 binding, luminescence; TACC3 fragment carries E629A point mutation. Transforming acidic coiled-coil-containing protein 3 (Homo sapiens), Q9Y6A5. inhibition, % at 9.99 µM. AID 623870, 2012. 390,000 compounds, 0.66% hits;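 active means mean inhibition of replicates at least 50% and at least half of replicates each reaching 50%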;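 further: 0% = complete ARNT plus TACC3 wells and 100% = ARNT alone without TACC3; many hits fall short of the cut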
# GSIS activator – GLuc luminescence reporter in INS-1E cells, primary screen for activators of glucose-dependent secretion of insulin | activation, % at 16.6 µM | INS-1E GLuc reporter insulin secretion, 2-3 h | 370,000 compounds, 0.61% hits;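 active means lowest replicate activation of at least 40%, so every replicate reaches that level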;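 further: 0% = median of neutral control wells and 100% = median of IBMX positive control wells; some compounds called inactive have numbers as strong as hits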
# ERAP1 HTS inh – human ERAP1 aminopeptidase inhibitors, primary screen, biochemical, single point, plate reader; 340,000 compounds, 0.15% hits; recombinant ERAP1, Leu-AMC fluorescence, 60 min; Endoplasmic reticulum aminopeptidase 1 (Homo sapiens), Q9NZ08; AID 652197, 2013; inhibition, % at 10.7 µM;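 active means mean replicate inhibition of at least 30%, or all replicates individually reaching that 30% level; inactive means mean below 30% and not every replicate reaching it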;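 further: 0% = neutral control wells and 100% = L-leucinethiol positive control wells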
# esBAF inh – Bmi1 luciferase reporter increase in mESCs, primary screen, esBAF inhibitor project, mouse ES cells, Bmi1 luciferase knock-in, single point | 24 h; 100% = twice the neutral-well signal | reporter increase, % at 12.5 µM | 350,000 compounds, 2% hits; in the data active means activation above about 40%;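 further: 0% = median of the plate's neutral control wells and 100% = double that signal; a rise in the Bmi1 reporter signal indicates esBAF inhibition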
# F508del corr – F508del CFTR correction, initial screen, CFBE line, single point; CFBE cells, YFP halide quenching; stimulated with forskolin plus potentiator P3; % fluorescence drop versus neutral controls; activity (quench increase), % at 7.58 µM; 350,000 compounds, 0.36% hits; AID 720511, 2013;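 active means mean added fluorescence quench of at least 8% versus neutral control, with both replicates also reaching 8%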;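 further: cells transiently co-express mutant CFTR-F508del with the halide-sensitive YFP; corrector assay measuring rescue of mutant channel to the surface after 24 h compound exposure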
# XiGFP reactiv – activators of inactive X chromosome reactivation, primary screen, imaging, XiGFP fibroblasts, GFP high-content imaging, set 2 | XiGFP mouse fibroblasts, % GFP-positive cells imaging, 3 d; cells co-treated with 5-aza-dC sensitizer; scaled so ellipticine positive control = 100% | activation, % at 7.58 µM | 360,000 compounds, 0.055% hits | AID 743238, 2013;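 active means mean normalized replicate activation at least 10% and every replicate at or above 10%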;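 further: 0% = median of on-plate neutral control wells and 100% = ellipticine 6 µM median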
#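 System: XiGFP fibroblasts, SV40-immortalized. Medium: DMEM plus 5-aza-dC sensitizer. Doses: single point. Timing: 3 d treatment, 15 min room-temperature fixation. Control set: ellipticine 6 µM.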
# RAD54 branch – inhibitors of human RAD54 branch migration, primary screen, biochemical, fluorescence, single point. 360,000 compounds, 0.14% hits. RAD54 Holliday junction branch migration, FAM/BHQ fluorescence. inhibition, % at 10.4 µM;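 active means mean normalized replicate activity at least 40 and at least half of replicates scoring 40 or more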;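 further: 0% = median of neutral control wells and 100% = median of positive control wells; inhibitors cause a drop in the FAM fluorescence signal; in these data hits start at about 50%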
# RAD52 inh – RAD52 DNA annealing inhibitors, primary screen, biochemical, FRET, single point, set 2. recombinant RAD52 DNA annealing, FRET fluorescence. AID 651710, 2012. DNA repair protein RAD52 homolog (Homo sapiens), P43351. inhibition, % at 18.7 µM. 360,000 compounds, 0.46% hits;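 active means every replicate showing at least 50% inhibition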
# Target sequence (P43351 whole entry, looked up): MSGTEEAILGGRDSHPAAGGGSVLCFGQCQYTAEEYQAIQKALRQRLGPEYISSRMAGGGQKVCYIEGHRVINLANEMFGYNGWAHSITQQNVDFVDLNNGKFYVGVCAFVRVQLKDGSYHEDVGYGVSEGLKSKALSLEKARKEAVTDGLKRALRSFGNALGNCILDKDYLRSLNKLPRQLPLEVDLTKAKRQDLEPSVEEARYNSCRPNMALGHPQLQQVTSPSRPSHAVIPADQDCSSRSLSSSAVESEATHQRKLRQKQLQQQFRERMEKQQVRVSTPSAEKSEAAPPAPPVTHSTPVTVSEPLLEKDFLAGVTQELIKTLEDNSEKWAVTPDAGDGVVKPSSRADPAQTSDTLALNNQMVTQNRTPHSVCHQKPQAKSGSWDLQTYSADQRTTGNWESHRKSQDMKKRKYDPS
# * = called active by the depositor; / = no result given; & = joins results of further samples.
SMILES,ARNT-TACC3 inh,GSIS activator,ERAP1 HTS inh,esBAF inh,F508del corr,XiGFP reactiv,RAD54 branch,RAD52 inh
O=C(N/C(=C\c1cccc([N+](=O)[O-])c1)C(=O)N(CCO)CCO)c1ccco1,12.7,1.8,-0.3,-9.1,-0.7,0.0,/,-11.2
CC1CCCCN1CC(=O)NCc1ccc2c(c1)OCO2 (stereo not given),1.6,19.0,/,-2.6,/,/,-1.7,/
C[C@@H]1CN([C@@H](C)CO)C(=O)c2cc(-c3ccc(F)cc3)cnc2O[C@H]1CN(C)C(=O)c1ccccn1,0.7,-2.1,0.5,-6.7,-4.2,-1.3,-3.8,-3.5
O=C(NC1CCCC1)[C@@H]1[C@@H](CO)[C@@H]2Cn3c(ccc(-c4ccncc4)c3=O)[C@@H]2N1CC1CC1,4.7,3.7,-0.3,-2.8,/,0.6,7.7,-12.1
CN1CCC(N(C)C(=S)Nc2ccc(F)cc2)CC1,-6.7,-5.5,0.1,-2.9,-1.5,0.1,5.0,-13.3
Cc1ccc(NC(=O)C2C3/C=C\CCCCC32)cc1C (stereo not given),-14.4,-8.7,-3.4,34.1,1.5,/,4.2,-6.3
O=C(NCCN1CCOCC1)Nc1ccc(Cl)cc1Cl,-11.8,7.0,/,4.6,/,/,0.2,/
Oc1c(C(c2ccccn2)N2CCC(Cc3ccccc3)CC2)cc(Cl)c2cccnc12 (stereo not given),/,0.9,0.4,/,0.6,0.0,/,-4.7
O=C(COc1ccc([N+](=O)[O-])cc1Cl)NCC1CCCO1 (stereo not given),2.3,14.1,/,/,-5.2,0.2,/,0.0
COc1ccc(N2C(=O)CC(C#N)=C2N)cc1,-16.5,-7.5,1.8,/,0.9,0.5,/,3.4
C[C@@H]1C=C(C(=O)N2CCN(Cc3ccccc3)CC2)O[C@H](OCc2ccc(CO)cc2)C1,-1.7&7.6,5.1,-0.7&3.3,5.5,2.1&2.4,0.1,3.6&-4.6,-5.4&-7.3
COc1cc(C(=O)NC(C)c2ccccc2)ccc1OCC(=O)N1CCOCC1 (stereo not given),2.1,4.3,1.5,8.0,7.1,0.0,1.4,-2.4
CCc1nnc(NC(=O)CCC(=O)N2CCN(c3cc(C)ccc3C)CC2)s1,-6.1,1.3,-0.8,-2.1,-0.5,0.0,8.8,-6.9
CCOc1ncccc1C(=O)NNC(=O)c1cccc(S(=O)(=O)N2CCOCC2)c1,5.8,16.4,-0.4,-9.4,-0.9,0.1,2.9,-7.4
Cc1ccccc1Br,/,3.2,-2.8,/,0.9,/,/,-15.8
CCC(=O)N1CCCCN2[C@H](C1)[C@H](c1ccc(/C=C/c3ccccc3)cc1)[C@@H]2CO,20.4,-14.6,0.4,/,0.4,0.0,1.8,0.4
CC(C)NC(=O)N[C@H]1CC[C@@H](CC(=O)NCCN2CCCC2)O[C@H]1CO,33.0,4.8,1.2,-0.6,-1.9,0.1,1.2,-16.2
Cc1csc(N2CCN(c3cc4nc(-c5ccncc5)[nH]c4cc3Cl)CC2)n1,-4.9,-0.3,-3.3,1.4,2.2,0.0,-2.0,-13.7
Cn1cccc1CN1CCC[C@]2(N[C@H](c3ccccc3)[C@@H]3C(=O)N(Cc4ccccc4)C(=O)[C@@H]32)C1=O,/,-5.6,3.1,3.6,-1.3,0.0,0.3,-30.8
O=C(c1ccccn1)N1CC2(C1)[C@H](c1ccccc1)[C@@H](CO)N2Cc1ccc(Cl)cc1,/,-11.3,-2.0,/,3.6,0.0,/,-55.1
O=C(O)c1cccc(C(=O)c2cccc3ccccc23)c1,-0.4,/,0.0,/,1.3,0.0,/,-12.0
O=C(c1ccccc1)N1CC[C@@H]2[C@H]1c1cc(-c3ccccc3F)ccc1N[C@@H]2CO,-5.3,-0.6,1.1,3.4,1.2,0.0,1.4,-3.3
C=COCCNC(=O)Nc1ccc(Cl)cc1Cl,-1.0,-4.7,1.7,2.8,/,/,-9.1,-13.0
CC1=C(C)CC(C(=O)Nc2nc(-c3ccc(C)cc3C)c(C)s2)C(C(=O)O)C1 (stereo not given),-7.0,20.2,/,/,/,0.6,-5.9,/
CCc1ccc(NC(=O)CCC(=O)c2ccc(C)cc2)cc1,-2.4,13.1,-1.4,1.8,-1.1,0.0,-4.9,-1.6
CC(=O)c1cccc(OCC(=O)Nc2cc(S(=O)(=O)N3CCOCC3)ccc2N2CCCC2)c1,/,7.6,-1.6,/,0.5,0.0,/,-14.2
COc1ccc(S(=O)(=O)N(C)C[C@H]2Oc3c(NC(=O)Nc4cccc5ccccc45)cccc3C(=O)N([C@H](C)CO)C[C@@H]2C)cc1,2.6,/,0.2,1.3,-1.3,/,0.5,4.2
CCC(=O)Nc1ccc2c(c1)OC[C@H](C)NC[C@@H](C)[C@@H](OC)CN(C)C2=O,-3.7,16.0,2.3,-0.7,/,0.0,0.9,-1.0
Cc1ccc(Cl)cc1NC(=S)N(Cc1ccco1)C(C)c1cccs1 (stereo not given),-13.0,11.6,1.9,/,0.0,-0.1,1.7,-63.7
C[C@H]1CN([C@@H](C)CO)S(=O)(=O)c2ccc(-c3ccncc3)cc2O[C@H]1CN(C)S(=O)(=O)c1ccccc1F,0.4,-15.5,-1.6,-2.4,0.3,-0.9,6.3,-6.2
COc1cccc(-c2ccc([C@@H]3[C@@H](CO)N4CCCCN(C(=O)c5ccc6c(c5)OCO6)C[C@@H]34)cc2)c1,1.7,23.5,-1.9,/,-4.8,-0.1,10.5,/
Cc1cc(C(=O)Nc2nc(C)c(C(=O)N(C)C)s2)ccc1[N+](=O)[O-],-4.6,7.8,-3.5,/,/,0.1,/,-5.3
Cc1cc(Cl)c2oc(C(=O)NCC(C)(C)N3CCOCC3)c(C)c2c1,1.3,23.7,-2.2,29.3,2.0,0.0,-2.1,-11.7
OC(COc1ccc(Cl)cc1)CSc1ccccn1 (stereo not given),-3.5,19.0,2.2,43.7,-3.6,0.2,-6.7,-5.6
CCc1nc2ccc(C(=O)NCCc3c[nH]c4ccccc34)cn2c1N(C)Cc1ccc(N(C)C)cc1,/,4.6,1.7,4.0,1.4,-0.1,-4.6,-29.0
CCc1ccc(NC(=O)C(C)OC(=O)c2cccc(S(=O)(=O)N3CCc4ccccc4C3)c2)cc1 (stereo not given),-6.1,4.4,5.9,/,1.1,0.1,/,-21.6

# Full records as entered above. Screens in order: ARNT-TACC3 inh | GSIS activator | ERAP1 HTS inh | esBAF inh | F508del corr | XiGFP reactiv | RAD54 branch | RAD52 inh
# Results for Cc1cc(C(=O)Nc2nc(C)c(C(=O)N(C)C)s2)ccc1[N+](=O)[O-] → -4.6 | 7.8 | -3.5 | / | / | 0.1 | / | -5.3
# Results for Cc1ccc(Cl)cc1NC(=S)N(Cc1ccco1)C(C)c1cccs1 (stereo not given) → -13.0 | 11.6 | 1.9 | / | 0.0 | -0.1 | 1.7 | -63.7
# Results for CC(=O)c1cccc(OCC(=O)Nc2cc(S(=O)(=O)N3CCOCC3)ccc2N2CCCC2)c1 → / | 7.6 | -1.6 | / | 0.5 | 0.0 | / | -14.2
# Results for CCC(=O)Nc1ccc2c(c1)OC[C@H](C)NC[C@@H](C)[C@@H](OC)CN(C)C2=O → -3.7 | 16.0 | 2.3 | -0.7 | / | 0.0 | 0.9 | -1.0

# Next section
SMILES,ARNT-TACC3 inh,GSIS activator,ERAP1 HTS inh,esBAF inh,F508del corr,XiGFP reactiv,RAD54 branch,RAD52 inh
CN(C)S(=O)(=O)c1ccc(N2CCCC2)c(C(=O)Nc2nc(-c3ccc(F)cc3)cs2)c1,3.1,-4.2,-3.2,/,/,0.3,3.7,-10.6
CCOC(=O)C1=C(COC(=O)c2ccc(OC)c(S(=O)(=O)N3CCOCC3)c2)NC(=O)NC1C (stereo not given),3.0,2.6,-3.0,6.9,2.0,0.6,-4.2,-12.2
COc1ccc(-c2csc(N3CCSCC3)n2)cc1,21.0,-1.4,-2.6,46.6*,-1.2,0.4,-23.1,-17.5
Cc1ccc2ncnc(Nc3cccc(C(=O)O)c3)c2c1,-0.9,12.3,-27.2,/,-1.4,0.0,/,-30.3
O=C(O)c1ccc(S(=O)(=O)Nc2ccc(O)c(Sc3nc4ccccc4s3)c2)cc1,2.9,-6.2,1.6,-5.5,-1.2,0.0,4.8,-17.9
CC(C)c1ccc(NC(=O)C2CC(=O)N(C3CCCC3)C2)cc1 (stereo not given),3.1,-25.3,-3.9,5.0,1.6,0.1,-1.1,-5.0
Cc1cccc(C(=O)OCC(=O)NCCNC(=O)COC(=O)c2cccc(C)c2C)c1C,-2.2,-0.9,16.7,2.5,-1.2,0.1,2.8,-0.2
C[C@@H]1CN([C@H](C)CO)C(=O)CCCn2nncc2CO[C@H]1CN(C)CC1CC1,5.5,14.0&8.9,1.4,-6.5&-7.6,1.4&-2.2,0.0&0.1,-5.9&3.4,3.2&-8.0
CC(=O)c1ccc(NS(=O)(=O)c2cccc3cccnc23)cc1,/,-5.5,12.0,-1.2,2.8,0.0,-7.0,-6.5
CN(C)C(=S)N=c1ssc(=S)n1Cc1ccccc1,-7.3,-23.7,-2.3,/,1.2,-0.1,/,-18.7
C[C@@H](NC(=O)C[C@H]1CC[C@@H](NS(=O)(=O)c2cccc(F)c2)[C@@H](CO)O1)c1ccccc1,1.8,-4.3,0.5,1.9,1.4,-0.2,14.6,6.7
CC(C)CN(C(=O)CCCSc1nc2ccccc2[nH]1)c1c(N)n(Cc2ccccc2)c(=O)[nH]c1=O,-1.8,1.3,2.8,1.3,2.0,0.1,-5.7,-7.8

# An excerpt from above, reduced to GSIS activator and F508del corr:
compound	GSIS activator	F508del corr
CN(C)S(=O)(=O)c1ccc(N2CCCC2)c(C(=O)Nc2nc(-c3ccc(F)cc3)cs2)c1	-4.2	/
CN(C)C(=S)N=c1ssc(=S)n1Cc1ccccc1	-23.7	1.2

# Later entries
SMILES,ARNT-TACC3 inh,GSIS activator,ERAP1 HTS inh,esBAF inh,F508del corr,XiGFP reactiv,RAD54 branch,RAD52 inh
Cc1ccc(S(=O)(=O)NC(C(=O)N2CCOCCOCCOCC2)C(C)C)cc1 (stereo not given),2.6,5.5,-3.3,-3.7,0.6,0.1,-3.7,1.6
Cc1noc(C)c1S(=O)(=O)N(C)C[C@@H]1OCCCC[C@H](C)Oc2ccc(NS(=O)(=O)c3cccs3)cc2C(=O)N([C@H](C)CO)C[C@@H]1C,0.5,-17.6,2.9,8.7,0.4,-0.2,-4.6,20.4
NS(=O)(=O)c1ccc(CCNC(=O)c2cccc([N+](=O)[O-])c2)cc1,3.9,8.0,-2.7,3.1,2.8,0.0,/,-9.9
CC12CN3CC(C)(CN(C1)C3c1ccccc1F)C2 (stereo not given),21.3,22.5,3.5,/,-3.0,-0.1,/,-3.7
Cc1cc(C(=O)CN2C(=O)C(=O)N(Cc3ccco3)C2=O)c(C)n1CCc1ccc(F)cc1,3.1,1.5,3.6,-4.6,-0.5,0.0,-2.7,-20.0
N#Cc1c(F)cccc1N1CCC(C#N)CC1,-17.2,/,/,/,-0.3,-0.1,/,5.7
O=C(CCCn1c(=O)[nH]c2ccsc2c1=O)NC1CCCCC1,-15.0,3.1,3.6,-1.9,-1.8,0.0,-12.2,-0.2
COc1ccc2c3c([nH]c2c1)[C@H](CO)N(C(=O)C1CCCC1)CC31CN(S(C)(=O)=O)C1,/,5.5,0.1,/,-2.5,0.3,/,-1.7
